# S1P4 antag: antagonists of human S1P4 receptor; inhibition, % at 4.98 µM; hit rate 0.26% among 220,000; O95977; S1P4-expressing cells, antagonist mode, reporter read-out; in the data active = inhibition above about 29%;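 also: 0% = wells stimulated with agonist and 100% = vehicle wells without agonist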
# Target sequence (O95977 whole entry, looked up): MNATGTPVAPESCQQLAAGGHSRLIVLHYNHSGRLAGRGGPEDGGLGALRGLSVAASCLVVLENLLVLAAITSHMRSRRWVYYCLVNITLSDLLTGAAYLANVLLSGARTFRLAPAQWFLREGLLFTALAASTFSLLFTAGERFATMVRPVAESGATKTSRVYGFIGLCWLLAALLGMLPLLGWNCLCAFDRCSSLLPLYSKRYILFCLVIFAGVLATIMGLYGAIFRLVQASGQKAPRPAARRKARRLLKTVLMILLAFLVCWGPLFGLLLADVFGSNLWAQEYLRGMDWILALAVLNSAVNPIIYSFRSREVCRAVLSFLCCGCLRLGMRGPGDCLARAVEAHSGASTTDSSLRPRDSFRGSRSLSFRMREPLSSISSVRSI
# BaF3 parental: parental Ba/F3 viability inhibition as JAK2V617F counter-screen. CellTiter-Glo ATP luminescence. hit rate 1.1% among 220,000. inhibition, % at 5.6 µM. AID 1486;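 active = inhibition above a per-campaign cutoff, the mean inhibition of all tested compounds plus 3 SD, cut at about 27% in these data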;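 also: 0% = DMSO wells and 100% = JAK Inhibitor I control wells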
# TRPN1 ag: activates the zebrafish TRPN1 channel; activation, % at 3 µM; HEK293 zebrafish TRPN1-YFP, Fluo-8 calcium fluorescence; 100% = response to 87 µM carbachol; hit rate 0.18% among 220,000; AID 1424;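 active = activation above its plate's cutoff, the mean activation of test wells on that plate plus 3 SD, cut at about 19% in these data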;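 also: 0% = DMSO alone and 100% = 87 µM carbachol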
#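 Material – zebrafish TRPN1-YFP in HEK293 cells · Doses – 3 µM single point · Schedule – dye 1 h 37 °C plus 30 min RT · Signal – Fluo-8 calcium fluorescence, excitation 470-495 nm, emission 515-575 nm · Read-out – % activation versus carbachol response · Control set – carbachol high, DMSO low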
# TRPML3 agonist: human mucolipin-3 channel agonism; HEK293 TRPML3-YFP, Fluo-8 calcium fluorescence; 100% = the carbachol control signal; activation, % at 3 µM; hit rate 0.29% among 220,000;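 active = activation above its plate's cutoff, the mean activation of the plate's test wells plus 3 SD, cut at about 12% in these data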;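 also: 0% = DMSO only wells and 100% = carbachol wells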
#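 Material: HEK293 cells stably carrying human TRPML3-YFP; compound dosing: single dose, 3 µM final nominal compound, 0.3% DMSO final; incubation: 1-h 37 °C dye load, 5-s basal, 120-s post-compound reads; technique: Fluo-8 intracellular calcium fluorescence, excitation 470-495 nm, emission 515-575 nm; read-out basis: percent activation from peak-to-basal fluorescence ratio, scaled between DMSO and carbachol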
# PERK inhibitor: blocks human PERK kinase. hit rate 0.17% among 220,000. CHO PERK-DD fusion, SEAP luminescence translation reporter. AID 1416. inhibition, % at 5.6 µM;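 active = inhibition above the mean inhibition of all tested compounds plus 3 SD, set separately per screening campaign, cut at about 2.9% in these data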;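 also: PERK kinase domain activated by AP20187 dimerizer at 100 nM; 0% = DMSO with dimerizer and 100% = rapamycin at 8.4 µM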
# Ba/F3 V617F tox: reduce viability of Ba/F3 cells dependent on JAK2V617F; Ba/F3 EpoR-JAK2V617F viability, ATP luminescence; AID 1446; inhibition, % at 5.6 µM; hit rate 1.1% among 220,000;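 active = inhibition above the campaign mean plus 3 SD over all tested compounds, cut at about 24% in these data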;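 also: cytokine-independent growth of Ba/F3 cells driven by EpoR plus mutant JAK2; 0% = DMSO-treated cells and 100% = JAK inhibitor I control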
# S1P4 ag: agonists of human S1P4 receptor | O95977 | AID 1509 | hit rate 0.35% among 220,000 | S1P4-expressing cell line, agonist reporter assay | activation, % at 4.98 µM; in the data active = activation above about 11%;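 also: 0% = DMSO vehicle and 100% = reference agonist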
# m-calpain inh: blocks pig calpain II enzyme activity; AID 1236; purified calpain II, fluorogenic peptide substrate, 30 min; hit rate 0.37% among 220,000; inhibition, % at 16 µM;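 active = inhibition above about 50%, limit read from the data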
# EP2 modulator: modulators of human EP2 prostaglandin E2 receptor | P43116 | EP2-expressing cells, cAMP HTRF FRET, PGE2 co-stimulation | induction, % at 25 µM | hit rate 0.83% among 260,000 | AID 940;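 active = compounds whose cAMP rise, as percent of the full-agonist control response, exceeds 60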;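 also: rat C6 glioma line stably carrying human EP2 under a CMV promoter; the protocol text gives 20 µM as final concentration; 100% = response of wells given 1 µM PGE2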
# Target sequence (P43116 whole entry, looked up): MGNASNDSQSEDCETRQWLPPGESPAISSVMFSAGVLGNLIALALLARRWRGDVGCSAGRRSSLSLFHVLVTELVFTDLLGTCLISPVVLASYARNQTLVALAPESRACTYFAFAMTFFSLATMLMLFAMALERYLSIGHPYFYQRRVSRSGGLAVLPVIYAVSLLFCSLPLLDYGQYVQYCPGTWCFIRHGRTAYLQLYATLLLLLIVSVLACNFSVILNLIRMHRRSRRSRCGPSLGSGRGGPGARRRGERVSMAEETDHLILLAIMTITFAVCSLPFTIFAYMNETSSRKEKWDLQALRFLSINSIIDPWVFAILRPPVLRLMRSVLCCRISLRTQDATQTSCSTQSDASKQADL
# An asterisk follows results filed as active; x = not tested or not shown. An unsorted share of the library. Share with any hit: about 3.6%.
SMILES,S1P4 antag,BaF3 parental,TRPN1 ag,TRPML3 agonist,PERK inhibitor,Ba/F3 V617F tox,S1P4 ag,m-calpain inh,EP2 modulator
COc1cccc(N2C(=O)CC(N3CCC(c4nc5ccccc5[nH]4)CC3)C2=O)c1 (centres undefined),-11,2,0.4,0.3,1.2,0,0.0,2,-5
CCOC(=O)C1=C(C)NC(=O)NC1c1ccc(-c2ccc(Cl)cc2)o1 (centres undefined),-6,9,-2.4,-1.8,-0.5,5,0.3,-7,-50
O=S1(=O)N=C(Oc2cccc3ccccc23)c2ccccc21,-8,2,0.3,0.3,0.8,1,-1.5,-31,3
O=C1OCc2ccc(NC(=O)C3CCCCC3)cc21,-6,2,0.7,0.2,1.1,-4,-0.9,-5,4
Cc1cccc(/C=N/NC(=O)c2ccc(Br)cc2)c1,-6,0,-0.1,0.3,0.1,0,-0.6,-11,-41
COc1cc(Br)cc(/C=N/c2ncn[nH]2)c1O,-2,-1,-0.1,0.5,0.6,-2,2.1,-7,5
CCC1Oc2ccccc2N(CC(=O)NCCCN2CCC(C)CC2)C1=O (centres undefined),-11,0,1.1,0.0,0.2,-4,0.5,-3,7
COc1cccc(-n2nnnc2SCC(=O)Nc2cccc(NC(C)=O)c2)c1,2,1,1.0,-0.2,-0.1,-3,1.2,-36,-21
CCOC(=O)c1nc(Nc2cccc(C)c2)c2ccccc2n1,-34,3,0.9,0.2,0.4,-3,2.5,-12,-24
COc1ccc(N2C(=O)CC(Nc3cccc(C(C)=O)c3)C2=O)cc1OC (centres undefined),-3,0,-1.2,0.6,0.0,-1,-3.8,8,6
Cc1cc(NC(=O)CSc2nnc(Cn3c(=O)sc4ccccc43)n2-c2ccccc2C)no1,-17,7,-1.3,0.4,0.0,-1,-0.3,14,19
CC(C)CNC(=S)NC(=O)c1ccc(Cl)cc1,6,1,-0.2,0.4,1.1,-3,-1.0,11,-8
CCSc1nnc(NC(NC(=O)c2ccco2)(C(F)(F)F)C(F)(F)F)s1,3,5,0.3,0.7,1.1,2,0.4,14,37
Cc1oc(S(=O)(=O)N2CCCCC2)cc1NC(=O)Nc1ccc(F)cc1,3,2,7.7,0.4,1.1,0,0.0,10,-35
COc1ccccc1-c1cc(C(=O)Nc2cccnc2)no1,11,57*,0.2,-0.1,0.6,75*,-0.1,3,-18
CC(C)=CCN1CCN(Cc2cccn2-c2ncccn2)CC1CCO (centres undefined),3,6,0.3,1.2,0.2,0,-1.0,0,-10
CC(C)(C)C(=O)Cn1nnc(-c2ccc(C(F)(F)F)cc2)n1,-17,1,-2.1,0.1,1.2,-4,0.5,-11,-16
Cc1ccc(NC(=O)OCCN2CCN(S(=O)(=O)c3ccc(C)cc3)CCC2=O)cc1,17,7,1.0,7.5,-0.1,-2,-0.1,3,16
O=S1(=O)C[C@H]2NC(=S)N(c3ccccc3)[C@H]2C1,-1,5,0.0,1.1,1.1,1,1.4,-5,18
Cc1ccc(C(=O)c2coc3ccc(OCC(=O)O)cc23)cc1,-39,4,1.9,0.0,0.2,4,0.0,9,69*
CCn1c(CNC(=O)Cc2ccc(OC)cc2)nnc1SCC(=O)c1ccccc1,8,-2,-0.4,0.2,0.1,-1,0.7,-85,11
Cc1ccc(-n2nnnc2-c2cnn(-c3cccc(F)c3)c2C(F)(F)F)cc1,-1,6,-1.6,-0.5,0.4,-1,2.3,-7,-55
COc1ccc(OCc2nc3c4cc(OC)c(OC)cc4nc(=S)n3[nH]2)cc1,-7,3,-0.5,0.4,0.1,0,3.1,-33,13
Cc1cn(C2OC(COC(=O)c3ccccc3)C(O)C2Cl)c(=O)[nH]c1=O (centres undefined),-12,6,-0.7,0.8,1.0,0,0.8,-9,-5
O=C(CSc1nnc(-c2ccncc2)n1-c1ccccc1Cl)Nc1ccc(C(=O)O)cc1,-8,1,1.3,1.0,1.6,-1,1.9,-17,14
Cc1c(NC(=O)CCC2CCCCC2)c(=O)n(-c2ccccc2)n1C,-6,1,0.2,0.4,-1.6,4,0.9,-6,-7
COc1cc(Cl)c(C)cc1NC(=O)CSc1nnc(-c2ccccn2)n1Cc1ccco1,-21,1,0.5,0.2,-0.4,1,-0.7,-11,22
CC(C)CCn1c(O)c(N=NC(=O)Cn2ccc(C(F)(F)F)n2)c2ccccc21,-13,1,-0.2,0.5,0.8,-2,-2.2,19,40
COc1cccc(Nc2nc(-c3sc(NC(=O)CC(C)C)nc3C)cs2)c1,-13,4,0.6,1.5,-0.9,4,1.2,-14,20
O=C(O)CCCSc1nccn1-c1ccccc1,-6,5,1.0,0.2,1.2,3,-0.4,8,5
COc1ccc(OC)c(/C=N/NC(=O)c2cc[n+](CC(=O)c3ccccc3)cc2)c1,9,10,0.6,0.5,0.2,5,2.8,-12,0
O=C(NCCc1ccccc1)C1CCCN1C(=O)Nc1ccc(F)cc1 (centres undefined),-4,4,0.7,0.5,0.2,0,-1.1,-14,-14
O=C(Nc1ccc(CN2CCOCC2)cc1)c1cccs1,-2,4,2.2,0.8,0.0,1,1.8,-23,9
COc1ccc(CSc2n[nH]c(C)n2)cc1Br,-5,3,3.2,1.7,0.2,-1,2.7,5,10
CCn1c(CC(=O)Nc2ccc(Cl)c(Cl)c2)nnc1SCc1ccc(C)cc1,-13,3,0.2,1.0,0.6,-3,0.8,1,-1
Cn1c(=O)n(C)c2cc(/C=C(/C#N)C(=O)NCc3ccco3)ccc21,-8,1,0.7,0.6,1.1,-1,-1.6,-24,-11
Fc1cccc(-c2cc3nc4c(c(N5CCN(c6cnccn6)CC5)n3n2)CCCC4)c1,-13,2,0.8,1.1,0.4,-1,0.7,x,x
NC(=O)c1cc(N=Nc2c(N)[nH]n(-c3c(Cl)cc(Cl)cc3Cl)c2=O)ccc1Cl,-16,0,-0.7,-0.6,0.4,3,1.9,13,19
Cc1ccccc1NC(=O)Nc1ccccc1C(N)=O,-9,9,0.9,0.8,1.9,2,0.2,-45,1
Fc1ccc(Cn2c(SCc3ccc(F)c(F)c3)nnc2C(F)(F)F)cc1,-4,2,0.2,-0.6,-1.1,1,0.7,13,24

# No new results follow: entries from further up.
SMILES,S1P4 antag,BaF3 parental,TRPN1 ag,TRPML3 agonist,PERK inhibitor,Ba/F3 V617F tox,S1P4 ag,m-calpain inh,EP2 modulator
COc1ccc(OC)c(/C=N/NC(=O)c2cc[n+](CC(=O)c3ccccc3)cc2)c1,9,10,0.6,0.5,0.2,5,2.8,-12,0
O=C(NCCc1ccccc1)C1CCCN1C(=O)Nc1ccc(F)cc1 (centres undefined),-4,4,0.7,0.5,0.2,0,-1.1,-14,-14
O=C(Nc1ccc(CN2CCOCC2)cc1)c1cccs1,-2,4,2.2,0.8,0.0,1,1.8,-23,9
COc1ccc(CSc2n[nH]c(C)n2)cc1Br,-5,3,3.2,1.7,0.2,-1,2.7,5,10
CCn1c(CC(=O)Nc2ccc(Cl)c(Cl)c2)nnc1SCc1ccc(C)cc1,-13,3,0.2,1.0,0.6,-3,0.8,1,-1
Cn1c(=O)n(C)c2cc(/C=C(/C#N)C(=O)NCc3ccco3)ccc21,-8,1,0.7,0.6,1.1,-1,-1.6,-24,-11
Fc1cccc(-c2cc3nc4c(c(N5CCN(c6cnccn6)CC5)n3n2)CCCC4)c1,-13,2,0.8,1.1,0.4,-1,0.7,x,x
NC(=O)c1cc(N=Nc2c(N)[nH]n(-c3c(Cl)cc(Cl)cc3Cl)c2=O)ccc1Cl,-16,0,-0.7,-0.6,0.4,3,1.9,13,19
Cc1ccccc1NC(=O)Nc1ccccc1C(N)=O,-9,9,0.9,0.8,1.9,2,0.2,-45,1
Fc1ccc(Cn2c(SCc3ccc(F)c(F)c3)nnc2C(F)(F)F)cc1,-4,2,0.2,-0.6,-1.1,1,0.7,13,24

# The results go on:
SMILES,S1P4 antag,BaF3 parental,TRPN1 ag,TRPML3 agonist,PERK inhibitor,Ba/F3 V617F tox,S1P4 ag,m-calpain inh,EP2 modulator
Cc1nc2ccc(S(=O)(=O)NCC(=O)N3CCC(N4CCCCC4)CC3)cc2s1,7,2,1.3,0.5,0.3,-1,0.3,-7,-3
CCCN1Cc2cccc(C(=O)N3CCN(c4cc(Cl)ccc4C)CC3)c2C1=O,11,9,-0.8,-1.4,1.3,-1,-3.2,-40,-13
c1ccc(CNCc2ccc3c(c2)OCO3)nc1,-13,1,-0.5,1.0,-0.1,-2,-0.4,-3,-3
Cc1ccc(C(NC(=O)N2CCOCC2)C(Cl)Cl)cc1F (centres undefined),-4,3,-1.2,0.7,0.8,0,3.7,0,16
C/C(=N\NC(=O)c1c[nH]c2ccccc12)c1ccco1,-1,4,-0.3,0.0,-0.1,-2,0.3,-21,-5
COc1cccc(C2(c3cccc(OC)c3)CC2C(=O)Nc2ccccc2Cl)c1 (centres undefined),-18,5,-1.2,-1.1,-0.4,-5,0.7,0,48
O=C(NCCN1CCCCC1)c1ccco1,-18,4,0.0,0.3,1.1,1,1.7,14,18
COc1cccc(CN2CCN(C3CCN(c4cccc(C)c4C)CC3)CC2CCO)c1 (centres undefined),-14,3,0.3,1.2,-1.8,5,0.8,-12,-22
CN(C(=O)C1CCCN(S(=O)(=O)c2cccc([N+](=O)[O-])c2)C1)C1CCS(=O)(=O)C1 (centres undefined),-5,0,0.0,1.3,1.1,-1,2.0,-20,31
CSc1nnc(NC(=O)C2CCCCC2)s1,8,8,0.7,0.9,2.8,-2,1.0,8,14
O=C1c2sc3nc4ccccc4n3c2C(=O)N1c1ccccc1Cl,10,6,0.3,-0.2,-0.3,0,-2.8,18,-11
CC(=O)C1C(c2ccco2)c2c(noc2C)CC1(C)O (centres undefined),4,3,2.5,1.6,3.0*,-2,-1.5,2,27
CC(=O)[C@H]1CC[C@H]2[C@@H]3CCC4=CC(=O)CC[C@]4(C)[C@H]3[C@H](O)C[C@]12C,-15,4,-0.1,1.9,-0.3,0,0.7,17,19
COc1ccc(OCCC(=O)OCC(=O)NC(=O)NC(C)C)cc1,9,0,0.3,0.4,1.6,-4,-1.8,-5,15
COC(=O)c1sc(S(=O)(=O)NC(C)C(=O)O)c(C(=O)OC)c1C (centres undefined),14,3,0.1,0.1,1.4,-5,1.4,-10,23
Nc1nc(SCC(=O)Nc2ccc(S(N)(=O)=O)cc2)n[nH]1,-1,0,0.2,1.1,1.6,1,1.2,-9,16
O=C(NCc1ccco1)c1sc2ccccc2c1Cl,-9,3,-1.6,-0.2,0.0,0,2.2,-9,-18
COCCSc1ccccc1C(=O)Nc1cc(C)on1,-8,4,-0.6,0.3,0.4,2,-1.5,20,-7
Cc1ccc(OC(=O)c2ccc(Br)o2)cc1,8,0,-1.5,-0.5,0.6,-4,-1.1,-15,14
O=C(OCc1nc2ccc(Cl)cc2n1CCO)c1ccccc1C(=O)c1ccccc1,-6,2,0.3,0.3,0.0,-2,-0.1,5,11
CCOC(=O)CN1C(=O)CN(c2ccc(C)cc2)C1=O,-15,8,0.5,1.4,0.4,3,-1.6,20,-5
Cn1cccc1CNC(=S)Nc1ccccc1F,0,6,-1.4,0.7,1.5,2,0.7,-11,15

# Bioassay records from PubChem.
